PTAP TSG101 blk: blocks PTAP/TSG101 interaction to inhibit HIV-1 budding; 340,000 tested, under 10 active; Potency, µM (highest dose often 115 µM), inactives show at the highest dose activity change, negative = inhibition, most hits filed as inhibitors; Q99816; AID 493005; Fluorescence polarization, FITC-PTAP peptide / Tsg101 binding; active = well fitted inhibition curve with a large enough effect in the main read-out, with a control signal flat, not every such curve was filed as active; inconclusive = small, poorly fitted or top-dose-only effect, or effect the other way, or a change in a side signal; inactive = no such curve, though single readings can be large or run the other way; note: potency is the fitted concentration of half-maximal effect; % of control where 0% means no effect
Target sequence (Q99816 whole entry, looked up): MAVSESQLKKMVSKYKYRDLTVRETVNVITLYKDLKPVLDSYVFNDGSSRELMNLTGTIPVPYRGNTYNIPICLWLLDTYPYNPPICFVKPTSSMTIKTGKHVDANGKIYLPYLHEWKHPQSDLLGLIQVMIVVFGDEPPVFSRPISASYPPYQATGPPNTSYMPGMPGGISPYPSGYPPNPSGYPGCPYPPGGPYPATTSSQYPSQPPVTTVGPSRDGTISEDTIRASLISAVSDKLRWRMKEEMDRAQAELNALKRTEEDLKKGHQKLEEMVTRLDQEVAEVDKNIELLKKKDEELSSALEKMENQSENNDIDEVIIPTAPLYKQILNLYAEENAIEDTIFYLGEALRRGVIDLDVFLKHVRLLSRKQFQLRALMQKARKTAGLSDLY
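Fluorescence polarization binding of Tsg101 binding domain (10 uM final) to FITC-labeled PTAP peptide (50 nM final) in HEPES pH 7.5 buffer with NaCl, Tween 20, EDTA, TCEP. Compounds added before peptide; binding 20 min at RT.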
ASM inhibitor: inhibitors of human secretory acid sphingomyelinase; P17405; placental ASM, HMU-PC fluorogenic substrate, 60 min; Potency, µM (top dose mostly 57.5 µM), without a hit: top-dose activity change, negative = inhibition, actives largely listed as inhibitors; 340,000 tested, 0.006% active; note: potency is the fitted concentration of half-maximal effect
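Human placenta-derived ASM enzyme was preincubated with compound for 10 minutes at room temperature, then given fluorogenic substrate HMU-PC0 (9 uM final) for 60 minutes at 37 °C; a pH 10 stop preceded fluorescence reading at Ex 386/Em 447 nm.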
p53 reactivation: mutant p53 re-activation in reporter cells; H1299 p53-A138V BP100-luciferase reporter, luminescence, 24 h; Potency, µM (titrated, usually from 92.2 µM), inactives show top-dose activity change, positive = activation, actives largely listed as activators; 320,000 tested, 0.063% active; note: potency is the fitted concentration of half-maximal effect; % of control where 0% means no effect; nearly all actives have a fitted effect of over 45% in size
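p53-null H1299 cells stably carrying temperature-sensitive p53-A138V and a BP100-luciferase reporter were pinned with compounds (4-point, 1:5 series) and held 24 hrs at 37 deg C. Luminescence was read 10 min after detection reagent.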
Eya2 phos inh: blocks the phosphatase activity of human Eya2; AID 488837; Potency, µM (series often up to 76.9 µM), for inactives: at the highest dose activity, negative = inhibition, actives largely listed as inhibitors; 330,000 tested, 0.006% active; recombinant Eya2, OMFP fluorescence dephosphorylation (OMFP is methylfluorescein phosphate); note: potency is the fitted concentration of half-maximal effect; % is set by controls: 0 for no effect and ±100 for the full control effect
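Eya2 (0.2 uM) preincubated 10 min at ambient with compound, then OMFP substrate added at 50 uM; 10 min reaction in 50 mM HEPES pH 7.5, 50 mM NaCl, 5 uM MgCl2, 0.05% BSA, 1 mM DTT. Fluorescence read at Ex 485/Em 525 nm.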
ELG1 genotoxic: genotoxicity induction in ELG1-luciferase HEK293T cells; HEK293T ELG1-luciferase reporter, luminescence, 16 h; Potency, µM (highest dose often 46 µM), inactives show at the top dose activity change, positive = activation, actives largely listed as activators; 330,000 tested, 1.3% active; note: potency is the fitted concentration of half-maximal effect; % of control where 0% means no effect; nearly all actives have a fitted effect of over 60% in size
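Reporter readout depends on ELG1 protein level, which increases with genetic stress. After 16 hr compound exposure at 37 °C, luciferase activity was quantified using ONE-Glo.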
B2AR arrestin: recruits beta-arrestin to the human beta2-adrenergic receptor. P07550. beta-arrestin recruitment to beta2AR, cell-based reporter. Potency, µM (highest dose often 46.1 µM), for the others: at the highest dose activation, usual class: activators. 330,000 tested, 0.02% active. AID 492947;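 note: potency is the fitted concentration of half-maximal effect; 0% = DMSO controls and full agonism = EC100 isoproterenol or metaproterenol; nearly all actives have a fitted effect of over 65% in size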
Target sequence (P07550 whole entry, looked up): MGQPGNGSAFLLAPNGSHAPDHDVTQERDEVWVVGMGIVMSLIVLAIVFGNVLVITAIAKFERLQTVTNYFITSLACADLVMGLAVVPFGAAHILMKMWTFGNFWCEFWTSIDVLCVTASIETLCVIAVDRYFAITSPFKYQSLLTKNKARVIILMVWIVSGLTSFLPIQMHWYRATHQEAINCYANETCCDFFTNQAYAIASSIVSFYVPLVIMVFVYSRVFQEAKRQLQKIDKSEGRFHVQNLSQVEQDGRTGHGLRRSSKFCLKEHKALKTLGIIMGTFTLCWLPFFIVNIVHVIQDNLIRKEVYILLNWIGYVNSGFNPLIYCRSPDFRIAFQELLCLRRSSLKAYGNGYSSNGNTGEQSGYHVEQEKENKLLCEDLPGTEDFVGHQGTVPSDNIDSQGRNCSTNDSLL
uPA surface inh: inhibitors of cell surface uPA generation; cell surface uPA generation assay, qHTS; 330,000 tested, 0.31% active; Potency, µM (doses to about 38.3 µM), for inactives: at the top dose activity change, negative = inhibition, usual class: inhibitors; active = well fitted inhibition curve with a large enough effect; inconclusive = small, poorly fitted or top-dose-only effect; inactive = no such curve, though single readings can be large or run the other way; tested in mouse RAW 264.7 cells; note: potency is the fitted concentration of half-maximal effect; % is set by controls: 0 for no effect and ±100 for the full control effect; nearly all actives have a fitted effect of over 55% in size
BRCA1 expr up: increases BRCA1 expression; MCF7-BRCA1-FFLuc reporter, luminescence, 48 h; response scale: scaled: vehicle 0%, 10 µM genistein 100%; Potency, µM (titrated, usually from 46.1 µM), for inactives: top-dose activation, hits mostly activators; 380,000 tested, 1.1% active; AID 624202; note: potency is the fitted concentration of half-maximal effect; nearly all actives have a fitted effect of over 80% in size; some results filed as inactive show a strong effect at the top dose
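Quantitative HTS in MCF7 cells stably reporting BRCA1 expression via firefly luciferase. Compound treatment lasts 48 h at 37 °C in phenol-red free MEM. Activation is expressed relative to genistein at 10 microM and DMSO.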
TRPV1 ag: agonists of human vanilloid receptor 1 (TRPV1). TRPV1-expressing cells, Fluo-8 calcium influx, agonist mode. activation, % at 8.33 µM. AID 540275. 320,000 tested, 0.19% active. Q8NER1; in the data active = activation above about 80%; inconclusive = between about 30% and that limit; note: 0% is about no effect
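Cells expressing TRPV1 were dye-loaded with Fluo-8 and read kinetically: 10 s baseline, 3 min after compound (agonist portion), then 2 min after EC20 capsaicin (allosteric enhancer portion). Calcium-bound dye fluorescence at 480/520 nm.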
Integrin act MD: activators of alpha7 integrin expression for muscular dystrophy; alpha7betagal myoblasts, beta-gal FDG fluorescence, 48 h; 350,000 tested, 0.064% active; Potency, µM (doses to about 38.3 µM), for inactives: at the top dose activation, actives largely listed as activators;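 note: potency is the fitted concentration of half-maximal effect; 100% = response of the positive control SU9516; nearly all actives have a fitted effect of over 60% in size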
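Alpha7betagal+/- myoblasts (passage 13) were plated 16-24 hr, then exposed to compounds (1:260 dilution of DMSO stock) for 48 hours at 37C. After MPER lysis, β-galactosidase reporter activity was read as FDG fluorescence (ex 480/em 540) after 30 minutes.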
USP2a block: blocks human ubiquitin-specific protease USP2a; O75604; Potency, µM (titrated, usually from 38.3 µM), inactives show top-dose activity change, negative = inhibition, hits mostly inhibitors; USP2 core, Ub-CHOP2 coupled fluorogenic reporter, 485/531; 330,000 tested, 0.01% active;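 note: potency is the fitted concentration of half-maximal effect; plate controls were DMSO wells for no effect and full inhibition by NEM control for full effect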
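USP2 core (10nM final) preincubated 30min RT with compound in 20mM Tris-HCl pH 8.0, 2mM CaCl2, 2mM beta-mercaptoethanol, 0.05% CHAPS; 25nM Ub-CHOP2 plus 25nM reporter substrate added, fluorescence (Ex485/Em531) read after 60min.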
The depositor's hits bear a star; u = inconclusive; x = no result given; & = joins results of further samples; [ ] = another dose, or the depositor's remark. Unless noted, calls come from the whole dose curve; as a rule, active = well fitted curve in the direction sought with a large enough effect; inconclusive = small, poorly fitted or top-dose-only effect, or another doubt; inactive = no such curve, though single readings can be large; an effect the other way counts as inactive or inconclusive.

no.	SMILES	PTAP TSG101 blk	ASM inhibitor	p53 reactivation	Eya2 phos inh	ELG1 genotoxic	B2AR arrestin	uPA surface inh	BRCA1 expr up	TRPV1 ag	Integrin act MD	USP2a block
1	COc1ccc(-c2nc(CSCC(=O)N3CCC4(CC3)OCCO4)c(C)o2)cc1OC	-6.1%	-0.2%	-1.0%	-9.4%	-8.6%	0.2%	-4.5%	-33.2%	10.2	4.2%	-1.5%
2	COc1ccc(CN2C(=O)NC(=O)/C(=C\c3ccc(OC)c(OC)c3OC)C2=O)cc1	-11.9%	3.4%	-2.1%	-3.5%	u	-0.2%	-1.3%	-2.8%	-1.1	21.0%	0.5%
3	COC(=O)C1=C(c2ccc(F)cc2F)C[C@@H]2CC[C@H]1N2C(=O)NCCNC(C)=O	-0.6%	1.6%	4.7%	-19.1%	2.8%	u	-0.1%	0.0%	-2.4	14.7%	0.4%
4	Cc1cccc(OCC(=O)N2CCN(Cc3ccc([N+](=O)[O-])cc3)CC2)c1	-2.1%	3.2%	0.9%	14.0%	5.9%	0.2%	-5.3%	0.0%	2.2	2.4%	0.2%
5	O=c1[nH]c(=O)n(CCc2ccccc2)c(O)c1C=NC1CC1	2.5%	1.2%	-1.3%	-23.9%	0.2%	0.2%	-0.9%	3.5%	0.1	2.8%	-0.5%
6	COc1cccc(-n2c(-c3ccoc3)nc3ccccc3c2=O)c1	-6.3%	1.6%	0.5%	-11.0%	3.3%	8.2%	x	2.2%	0.0	7.8%	4.4%
7	O=C(Cn1ncc2c3ccccc3n(Cc3ccc(F)cc3)c2c1=O)N1CCC2(CC1)OCCO2	-5.6%	-5.3%	2.4%	-1.2%	-11.3%	-0.4%	-6.3%	-17.4%	3.8	-23.0%	0.1%
8	COc1cccc(NC(=O)CN2CC(c3ccccc3)CC2=O)c1 (stereo unspecified)	-3.6%	2.1%	-5.8%	2.9%	-6.5%	-0.1%	8.9%	-2.0%	4.0	0.8%	0.3%
9	COc1ccc(C(=O)C2CCCN(Cc3ccc(C)s3)C2)cc1OC (stereo unspecified)	-0.8%	-1.2%	-5.7%	-11.2%	-1.5%	-0.7%	5.6%	4.6%	5.5	-14.8%	-0.4%
10	Oc1ccc(Cl)c(Cl)c1Cl	-0.4%	-2.9%	-0.6%	1.7%	0.1%	0.2%	-4.0%	0.3%	0.6	x	-0.6%
11	O=C1CN(C(=O)COC(=O)Cc2ccccc2)c2ccccc2N1	-5.1%	2.5%	-0.1%	-2.0%	-4.3%	0.0%	1.6%	-6.5%	1.6	23.0%	2.4%
12	CN1CCN(c2ccc(NC(=O)Oc3ccccc3)cc2)CC1	-6.2%	6.2%	-1.3%	-8.1%	0.5%	-0.3%	-1.2%	1.9%	-0.2	11.1%	3.7%
13	CCCN1CCC[C@@H](c2cccc(O)c2)C1	0.9%	1.4%	14.9%	5.0%&5.0%	0.4%	-0.3%	-1.9%	9.5%	-0.5	x	-0.2%
14	CCC(=NCc1cc(OC)cc(OC)c1)c1c(O)[nH]c(=O)[nH]c1=O	-2.7%	-1.7%	-1.5%	-5.4%	u	3.7%	u	-16.3%	0.0	12.6%	0.5%
15	C=CCN1CC[C@]23c4c5ccc(O)c4OC2[C@H](O)CC[C@@]3(O)[C@H]1C5 (stereo partly specified)	-3.5%	1.0%	-2.1%	-18.2%	3.1%	-0.9%	6.8%	18.8%	x	x	0.2%
16	CCCCCCn1c(=O)c(C(=O)Nc2nnc(C)s2)c(O)c2ccccc21	x	x	1.8%	12.4%	1.5%	-0.3%	x	x	0.6	x	-0.8%
17	Cc1nn(Cc2ccccc2)c(C)c1C(=O)O	-6.3%	2.0%	-1.7%	7.1%	0.2%	0.0%	-0.6%	8.9%	0.7	-10.9%	-0.3%
18	O=C1NC(=O)N(c2ccc(Cl)cc2)C(=O)/C1=C\c1ccc(Sc2nc3ccccc3[nH]2)o1	-4.5%	-9.9%	12.3%	-2.8%	0.0%	2.4%	-1.9%	-6.1%	6.0	7.1%	-1.5%
19	COc1ccccc1C1=NCc2nnc(CSC)n2-c2ccc(Cl)cc21	0.7%	1.2%	x	x	x	x	0.3%	-13.2%	x	-32.7%	x
20	O=c1[nH]c(=O)n(-c2ccccc2)c(O)c1/C=C1/C(c2ccccc2)=Nc2ccccc21	1.7%	-15.5%	u	3.2%	u	-1.7%	-18.0%	11.4%	u	27.8%	-1.1%
21	N#CC1=C(N)Oc2c(c(=O)oc3ccccc23)C1c1ccncc1 (stereo unspecified)	-3.1%	1.5%	16.4%	-10.6%	-0.4%	-0.4%	11.5%	7.0%	-0.2	1.7%	-3.1%
22	Nc1c(Cl)cc(-c2csc(NC(CO)c3nc4ccccc4n3CCOCCO)n2)cc1Cl (stereo unspecified)	-8.2%	-11.2%	x	x	x	x	u	-60.4%	x	-8.4%	x
23	Cc1ccc(/C=C2\C(=O)NC(=O)N(Cc3ccccc3Cl)C2=O)o1	-0.2%	-7.9%	-2.0%	17.4%	u	0.0%	-9.1%	12.4%	2.3	5.7%	0.7%
24	CN1CCN(Cc2ccc(Br)s2)CC1	-1.9%	-3.3%	0.6%	8.3%	-0.3%	0.1%	-1.9%	9.8%	-2.3	-19.8%	2.7%
25	O=C1NC(=O)C2(Cc3ccccc3N3CCCC32)C(=O)N1c1ccccc1 (stereo unspecified)	-5.9%	82.9%[activator]	4.0%	15.1%	-0.6%	-0.3%	1.9%	-24.4%	0.7	-7.6%	1.9%
26	CC12CC[C@H]3[C@@H](CCC4(O)C[C@H](O)CCC34/C=N/NC(=O)c3ccccc3Cl)C1(O)CCC2C1=CC(=O)OC1 (stereo partly specified)	-5.3%	3.1%	-2.4%	-1.7%	-1.7%	0.0%	-3.6%	-1.4%	-4.5	7.6%	0.6%
27	CCCCCCCCN=Cc1c(O)[nH]c(=O)[nH]c1=O	-0.8%	2.6%	-1.3%	-5.3%	-0.6%	-0.2%	4.2%	12.1%	1.2	9.9%	0.0%
28	Cc1ccc(C(=O)Nc2ccccc2-c2ccccc2)cc1S(=O)(=O)Nc1ccccc1	-5.2%	u	-3.3%	0.0%	-9.2%	0.5%	u	-49.2%	x	10.4%	-12.1%
29	Cc1nc2cc([N+](=O)[O-])ccc2c(=O)n1-c1ccccc1[N+](=O)[O-]	-9.5%	-0.8%	3.2%	-1.4%	-5.4%	0.4%	-3.3%	-30.4%	2.2	-17.0%	1.7%
30	COC(=O)C1=C(N)OC(C)=C(C(C)=O)C12C(=O)N(C)c1ccccc12 (stereo unspecified)	-2.7%	1.7%	-5.3%	2.5%	3.5%	-0.6%	0.1%	-37.7%	2.3	0.0%	0.0%
31	COC(=O)Nc1ccc(N=C(N)N[N+](=O)[O-])cc1	-0.6%	1.0%	-1.0%	-6.8%	-0.9%	-0.6%	2.8%	-0.9%	-4.0	14.6%	0.8%
32	COC(=O)C1=C(c2ccc(F)cc2F)C[C@@H]2CC[C@H]1N2C(=O)NCCOc1ccccc1Cl	-0.4%	-2.0%	-4.5%	-0.2%	0.0%	-0.9%	11.8%	-17.9%	2.2	16.7%	0.4%
33	Cc1cc(N(C)C)ccc1N=Nc1ccc(N)cc1	6.6%	-9.8%	x	x	x	x	u	u	x	-2.2%	x
34	COc1cccc(C2(C#N)CCN(C)CC2)c1	-5.7%	-1.4%	3.1%	-2.2%	0.2%	0.0%	-0.5%	0.5%	-0.8	7.2%	1.8%
35	CCCNC(=O)N1[C@H]2CC[C@@H]1C(C(=O)OC)=C(c1ccc3ccccc3c1)C2	-9.4%	-7.1%	-10.7%	3.2%	-4.3%	0.5%	-13.8%	-5.3%	-5.3	15.4%	3.0%
36	CCOC(=O)c1oc2ccc(S(=O)(=O)n3nc(-c4ccc(Cl)cc4)cc3N)cc2c1C	1.2%	-1.1%	0.7%	7.8%	-1.7%	0.0%	-3.7%	8.4%	12.0	u	-1.2%
37	Cn1c(O)c(C2=NNC(c3ccc(Cl)cc3)C2)c(=O)n(C)c1=O (stereo unspecified)	-2.2%	-2.6%	-0.5%	-12.0%	-0.9%	-0.6%	1.8%	0.0%	-1.9	2.9%	-5.7%

High-throughput results: PubChem, National Center for Advancing Translational Sciences (NCATS)

This is a subset; rates above refer to the full screens.
